Screening results deposited in PubChem by National Center for Advancing Translational Sciences (NCATS).
FEN1 inhibitor: human FEN1 inhibition. AID 588795. P39748. 0.35% of 390,000 active. Recombinant FEN1 flap cleavage, fluorescence, 15 min. Potency, µM (series often up to 114 µM), for inactives: at the highest dose activity change, negative = inhibition, hits mostly inhibitors; note: nearly all actives have a fitted effect of over 65% in size
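Quantitative HTS format: each compound was titrated, incubated with 10 nM nuclease for 15 min at room temperature, then challenged with flap substrate at 50 nM final. Signal change over 15 min gave concentration–effect curves.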
DT40 TDP1 CPT: DT40-hTDP1 cell growth loss with CPT | chicken DT40 Tdp1-/-;hTDP1 cells + 20 nM CPT, ATP luminescence, 48 h | Potency, µM (series often up to 46.2 µM), inactives show top-dose activity change, negative = growth inhibition, most hits filed as inhibitors | 12% of 420,000 active | AID 686979; note: nearly all actives have a fitted effect of over 55% in size
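Cell growth measured by CellTiter-Glo luminescence after a minimum 48 h, 37 C compound exposure with 20 nM CPT in Tdp1-knockout DT40 cells stably expressing hTDP1, seeded 400/well; qHTS titration format.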
KAT2A inh: inhibitors of human GCN5L2 histone acetyltransferase | Q92830 | GCN5L2 HAT assay, ThioGlo1 CoA-SH fluorescence | Potency, µM (doses to about 58.9 µM), inactives show top-dose activity change, negative = inhibition, actives largely listed as inhibitors | 0.21% of 390,000 active | AID 504327
Target sequence (Q92830 whole entry, looked up): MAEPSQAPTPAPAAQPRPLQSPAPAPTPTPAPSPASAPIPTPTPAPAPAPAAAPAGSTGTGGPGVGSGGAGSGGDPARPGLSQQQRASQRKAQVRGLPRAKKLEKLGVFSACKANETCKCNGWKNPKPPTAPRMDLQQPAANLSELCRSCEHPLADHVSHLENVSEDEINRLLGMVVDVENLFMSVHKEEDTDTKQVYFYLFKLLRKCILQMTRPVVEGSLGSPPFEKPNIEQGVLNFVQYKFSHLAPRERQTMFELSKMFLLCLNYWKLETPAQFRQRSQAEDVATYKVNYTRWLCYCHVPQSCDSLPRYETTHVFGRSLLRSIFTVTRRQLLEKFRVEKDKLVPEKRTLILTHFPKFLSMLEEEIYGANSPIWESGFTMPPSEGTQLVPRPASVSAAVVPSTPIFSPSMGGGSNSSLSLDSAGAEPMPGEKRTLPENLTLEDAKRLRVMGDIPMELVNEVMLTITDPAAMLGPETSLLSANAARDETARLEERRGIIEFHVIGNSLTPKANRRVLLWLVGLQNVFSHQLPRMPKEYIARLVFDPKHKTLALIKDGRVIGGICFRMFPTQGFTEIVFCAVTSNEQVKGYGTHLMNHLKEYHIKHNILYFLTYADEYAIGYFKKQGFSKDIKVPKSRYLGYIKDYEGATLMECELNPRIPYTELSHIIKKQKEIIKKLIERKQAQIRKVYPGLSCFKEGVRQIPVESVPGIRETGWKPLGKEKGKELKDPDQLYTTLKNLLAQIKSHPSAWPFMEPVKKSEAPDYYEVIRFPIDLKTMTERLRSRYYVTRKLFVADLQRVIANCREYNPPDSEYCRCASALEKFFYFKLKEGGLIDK
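ThioGlo1-coupled HAT assay: 20nM GCN5L2, 70uM acetyl-CoA, 75uM H3(1-25) peptide, pH 7.5. Fluorescence read at 340/540nm at start and after 20 min at room temperature.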
The depositor's hits bear a star; [ ] = remark or other dose. Calls come from the whole dose curve; as a rule, active = well fitted curve in the direction sought with a large enough effect; inconclusive = small, poorly fitted or top-dose-only effect, or another doubt; inactive = no such curve, though single readings can be large; an effect the other way counts as inactive or inconclusive. % is set by controls: 0 for no effect and ±100 for the full control effect; potency is the fitted concentration of half-maximal effect.

Results for Cn1c(=O)cc(SCC(=O)NCc2ccc(F)cc2)c2ccccc21 ?
FEN1 inhibitor: -13%; DT40 TDP1 CPT: inconclusive; KAT2A inh: -3%

Results for C=Cc1ccc(Cn2c(C(=O)O)c(CNCc3cc(OC)ccc3OC)c3ccc(C)cc32)cc1 ?
FEN1 inhibitor: -6%; DT40 TDP1 CPT: inconclusive; KAT2A inh: -5%

What do the screens show for `CCOC(=O)C1CCN(C(=O)c2ccc(Cl)c(S(=O)(=O)N3CCCC3)c2)CC1`?
FEN1 inhibitor: -2%; DT40 TDP1 CPT: -27%; KAT2A inh: -2%

What do the screens show for `O=C(NCCO)C(=O)NCC(c1ccc2c(c1)OCO2)N1CCN(c2ccc(F)cc2)CC1` (stereo unspecified)?
FEN1 inhibitor: 0%; DT40 TDP1 CPT: 2%; KAT2A inh: 1%

Results for CC(=O)N1CCc2cc(S(=O)(=O)CCC(=O)NCc3ccc(C)o3)ccc21 ?
FEN1 inhibitor: 3%; DT40 TDP1 CPT: 11%; KAT2A inh: -12%

Results for CCn1c(C(O)c2ccccc2)nc2ccccc21 (stereo unspecified) ?
FEN1 inhibitor: -4%; DT40 TDP1 CPT: -7%; KAT2A inh: 4%

Results for CCOC(=O)COc1cccc(C2NC(=O)c3ccccc3O2)c1 (stereo unspecified) ?
FEN1 inhibitor: 2%; DT40 TDP1 CPT: -13%; KAT2A inh: 0%

What do the screens show for `Cn1c(CSCc2ccccc2)nnc1SCC(=O)Nc1nccs1`?
FEN1 inhibitor: -16%; DT40 TDP1 CPT: -38%; KAT2A inh: -1%

What do the screens show for `Cc1ccc2c(c1)N(Cc1cccc(F)c1)C(=O)C(C)O2` (stereo unspecified)?
FEN1 inhibitor: 6%; DT40 TDP1 CPT: -4%; KAT2A inh: inconclusive

What do the screens show for `Cc1cccc(OCCn2c(-c3ccco3)nc3ccccc32)c1`?
FEN1 inhibitor: -11%; DT40 TDP1 CPT: inconclusive; KAT2A inh: -1%

Results for Cc1ccc(Nc2nc(Cl)c(C=O)s2)cc1 ?
FEN1 inhibitor: 8%; DT40 TDP1 CPT: 18µM*; KAT2A inh: -3%

What do the screens show for `Cc1ccc2c(c1)c1c3n2CCN(C(=O)c2ccc(C(F)(F)F)cc2)C3CCC1` (stereo unspecified)?
FEN1 inhibitor: -23%; KAT2A inh: 1%

Results for CCCCOc1ccc(N(CC(=O)NC(C)(C)C)C(=O)CCC(=O)Nc2nccs2)cc1 ?
FEN1 inhibitor: 5%; DT40 TDP1 CPT: inconclusive; KAT2A inh: 0%

What do the screens show for `Cc1ccc(-c2nc3ccccc3[nH]2)cc1NC(=S)NC(=O)c1ccccc1Br`?
FEN1 inhibitor: -2%; DT40 TDP1 CPT: inconclusive; KAT2A inh: -5%

How did N#Cc1cc(C#N)c(N2CCN(c3ccccn3)CC2)nc1N do in these assays?
FEN1 inhibitor: 14%; DT40 TDP1 CPT: inconclusive; KAT2A inh: -2%

How did CCSc1nnc(NC(=O)C2C3CCC(C3)C2C(=O)O)s1 (stereo unspecified) do in these assays?
FEN1 inhibitor: -15%; DT40 TDP1 CPT: -1%; KAT2A inh: -8%

Results for Cn1c(N)c(C(C[N+](=O)[O-])c2ccccc2Cl)c(=O)n(C)c1=O (stereo unspecified) ?
FEN1 inhibitor: 9%; DT40 TDP1 CPT: 4.1µM*

What do the screens show for `COc1cccc(NC(=O)c2cc([N+](=O)[O-])ccc2NC(=O)CNCC2CCCO2)c1` (stereo unspecified)?
FEN1 inhibitor: -5%; DT40 TDP1 CPT: inconclusive; KAT2A inh: -2%

How did CC1CCCCN1Cc1c(C#N)c2ccccc2n1C (stereo unspecified) do in these assays?
FEN1 inhibitor: -5%; DT40 TDP1 CPT: -18%

What do the screens show for `CS(=O)(=O)Nc1ccc(C(=O)N2CCCCC2)cc1`?
FEN1 inhibitor: -2%; DT40 TDP1 CPT: 0%; KAT2A inh: 2%

How did Cc1ccc(NC(=O)c2ccc(S(=O)(=O)N3CCC(C)CC3)cc2)cc1 do in these assays?
FEN1 inhibitor: -1%; DT40 TDP1 CPT: -4%; KAT2A inh: -3%

Results for Cc1ccc(NC(=O)Cn2nc(C)c([N+](=O)[O-])c2C)cc1Cl ?
FEN1 inhibitor: -6%; DT40 TDP1 CPT: 6%; KAT2A inh: -6%

How did Cc1ccc(NC(=O)CN(C)C(=O)CCSc2ccc(F)cc2)cc1 do in these assays?
FEN1 inhibitor: -5%; DT40 TDP1 CPT: inconclusive; KAT2A inh: -1%

Results for COc1ccc(C(=O)n2cnc(N)n2)cc1 ?
FEN1 inhibitor: 2%; DT40 TDP1 CPT: -14%; KAT2A inh: 2.2µM*

How did CC(c1ccco1)N(C(=O)c1ccc(Cl)s1)c1ccccn1 (stereo unspecified) do in these assays?
FEN1 inhibitor: -2%; DT40 TDP1 CPT: inconclusive; KAT2A inh: 1%

Results for O=C(CN1CCC(NC(=O)c2ccco2)CC1)Nc1ccccc1C(F)(F)F ?
FEN1 inhibitor: 46%[activator]; DT40 TDP1 CPT: -28%; KAT2A inh: -7%

Results for CN(CCc1ccccn1)C(=O)CCC1CCCN(C(=O)CN2CCCCCC2)C1 (stereo unspecified) ?
FEN1 inhibitor: -4%; DT40 TDP1 CPT: -4%; KAT2A inh: 4%

How did COc1cc(NC(=O)C2=C(N3CCOCC3)/C(=C\c3ccc(Cl)cc3Cl)CC2)cc(OC)c1OC do in these assays?
FEN1 inhibitor: -5%; DT40 TDP1 CPT: 13µM*; KAT2A inh: 1%

What do the screens show for `O=C(Cn1cnc(S(=O)(=O)N2CCCCC2)c1)N1CCN(c2ccc([N+](=O)[O-])cc2)CC1`?
FEN1 inhibitor: 3%; DT40 TDP1 CPT: inconclusive; KAT2A inh: -2%

What do the screens show for `Cn1c(NC(=O)c2ccco2)cc(=O)n(C)c1=O`?
FEN1 inhibitor: -15%; DT40 TDP1 CPT: -11%; KAT2A inh: -4%

What do the screens show for `CC1CCN(C(=S)c2ccc(-c3ccc(Cl)cc3Cl)o2)CC1`?
FEN1 inhibitor: -3%; DT40 TDP1 CPT: inconclusive; KAT2A inh: -6%

What do the screens show for `CC(=O)Nc1ccc(S(=O)(=O)Nc2nc3ccccc3nc2N2CCCC2)cc1`?
FEN1 inhibitor: 45%[activator]; DT40 TDP1 CPT: -26%; KAT2A inh: -3%

How did Cc1ccc(OCCNC(=O)CNC(=O)Cc2cccc3ccccc23)cc1 do in these assays?
FEN1 inhibitor: -3%; DT40 TDP1 CPT: -27%

What do the screens show for `O=C(COC(=O)CCc1nc2ccccc2s1)Nc1ccc(S(=O)(=O)N2CCOCC2)cc1`?
FEN1 inhibitor: -15%; DT40 TDP1 CPT: -13%; KAT2A inh: 0%

Results for COc1cc(C(=S)N2CCCCC2)ccc1OCC(=O)Nc1ccccc1Cl ?
FEN1 inhibitor: 0%; DT40 TDP1 CPT: inconclusive; KAT2A inh: -5%

What do the screens show for `CCOc1ccc(C2C(C#N)=C(N)SC(N)=C2C#N)c(OCC)c1`?
FEN1 inhibitor: -14%; DT40 TDP1 CPT: inconclusive; KAT2A inh: -4%

What do the screens show for `C=CCOc1ccccc1CN(CCc1ccccc1)C(=O)c1cccc(S(C)(=O)=O)c1`?
FEN1 inhibitor: -22%; DT40 TDP1 CPT: inconclusive; KAT2A inh: -26%

What do the screens show for `Cc1cc(C)nc(SCc2nnc(SCC(=O)Nc3ccc(C)c(C)c3)n2Cc2ccco2)n1`?
FEN1 inhibitor: -19%; DT40 TDP1 CPT: -27%; KAT2A inh: -16%

What do the screens show for `CC1=CC2=NC(=O)/C(=C\c3cc(C)n(-c4ccccc4)c3C)C(=N)N2O1`?
FEN1 inhibitor: -1%; DT40 TDP1 CPT: 2%; KAT2A inh: 0%

Results for O=C(N/N=C/c1cc(Br)cc(Br)c1O)c1ccncc1 ?
FEN1 inhibitor: 14%; DT40 TDP1 CPT: 2.6µM*; KAT2A inh: -7%

Filtered by structure, those above with fluorine (6)
Results for Cn1c(=O)cc(SCC(=O)NCc2ccc(F)cc2)c2ccccc21 ?
FEN1 inhibitor: -13%; DT40 TDP1 CPT: inconclusive; KAT2A inh: -3%

What do the screens show for `O=C(NCCO)C(=O)NCC(c1ccc2c(c1)OCO2)N1CCN(c2ccc(F)cc2)CC1` (stereo unspecified)?
FEN1 inhibitor: 0%; DT40 TDP1 CPT: 2%; KAT2A inh: 1%

What do the screens show for `Cc1ccc2c(c1)N(Cc1cccc(F)c1)C(=O)C(C)O2` (stereo unspecified)?
FEN1 inhibitor: 6%; DT40 TDP1 CPT: -4%; KAT2A inh: inconclusive

What do the screens show for `Cc1ccc2c(c1)c1c3n2CCN(C(=O)c2ccc(C(F)(F)F)cc2)C3CCC1` (stereo unspecified)?
FEN1 inhibitor: -23%; KAT2A inh: 1%

How did Cc1ccc(NC(=O)CN(C)C(=O)CCSc2ccc(F)cc2)cc1 do in these assays?
FEN1 inhibitor: -5%; DT40 TDP1 CPT: inconclusive; KAT2A inh: -1%

Results for O=C(CN1CCC(NC(=O)c2ccco2)CC1)Nc1ccccc1C(F)(F)F ?
FEN1 inhibitor: 46%[activator]; DT40 TDP1 CPT: -28%; KAT2A inh: -7%

New compounds follow:
What do the screens show for `COc1cccc(-c2nn3c(-c4ccco4)nnc3s2)c1`?
FEN1 inhibitor: -3%; DT40 TDP1 CPT: -14%; KAT2A inh: -8%

Results for Cc1nc2cc(Cc3ccccc3)ccc2o1 ?
FEN1 inhibitor: -3%; DT40 TDP1 CPT: -14%

How did COCCNc1ncnc2ccc(-c3ccc(C(=O)N(C)C)cc3)cc12 do in these assays?
DT40 TDP1 CPT: -12%; KAT2A inh: -16%

What do the screens show for `CC(=O)N1CCC(C(=O)N2CCN(S(=O)(=O)c3cccs3)CC2)CC1`?
FEN1 inhibitor: 6%; DT40 TDP1 CPT: -19%; KAT2A inh: -19%

What do the screens show for `CCOc1ccc2[nH]c(=O)c(CN(CCN3CCCC3)C(=S)Nc3ccccc3OCC)cc2c1`?
FEN1 inhibitor: 0%; DT40 TDP1 CPT: inconclusive; KAT2A inh: 10%

How did CCc1c(O)nc(SCC(=O)c2ccccc2)n(-c2ccccc2)c1=O do in these assays?
FEN1 inhibitor: 17%; DT40 TDP1 CPT: inconclusive; KAT2A inh: -4%

Results for COCCCNC(=S)NNC(=S)NCCCOC ?
FEN1 inhibitor: 2%; DT40 TDP1 CPT: -2%; KAT2A inh: 1%

How did Cc1cc(S(=O)(=O)Nc2c(C)ccc3nsnc23)ccc1F do in these assays?
FEN1 inhibitor: -4%; DT40 TDP1 CPT: -7%; KAT2A inh: 1%

What do the screens show for `O=C(Nc1ccccc1)OCCCc1ccccc1`?
FEN1 inhibitor: -18%; DT40 TDP1 CPT: -3%; KAT2A inh: -9%

Results for COc1ccccc1C(=O)Nc1ccc(C(=O)Nc2ccccc2C(=O)O)cc1 ?
FEN1 inhibitor: inconclusive; DT40 TDP1 CPT: inconclusive; KAT2A inh: 0%

Results for COc1ccc(-c2nc(CS(=O)CC(=O)NCCCN3CC(C)CC(C)C3)c(C)o2)cc1OC (stereo unspecified) ?
FEN1 inhibitor: -5%; DT40 TDP1 CPT: -19%; KAT2A inh: -19%

What do the screens show for `O=C(Nc1cccc(F)c1)NC1CCN(Cc2ccccc2)CC1`?
FEN1 inhibitor: 22%; DT40 TDP1 CPT: -29%; KAT2A inh: -8%

How did C/C(=N\NC(=O)Cc1cc(=O)[nH][nH]1)c1cccc([N+](=O)[O-])c1 do in these assays?
FEN1 inhibitor: -1%; DT40 TDP1 CPT: -3%; KAT2A inh: -26%

How did NS(=O)(=O)c1ccc(CNC(=O)CNC(=O)Cc2ccccc2)cc1 do in these assays?
FEN1 inhibitor: -1%; DT40 TDP1 CPT: -1%; KAT2A inh: 3%

What do the screens show for `CC1CCN(S(=O)(=O)c2ccc3c(c2)N(CC(=O)NCc2ccccc2Cl)C(=O)CS3)CC1`?
FEN1 inhibitor: -3%; DT40 TDP1 CPT: inconclusive; KAT2A inh: 3%

Results for COc1ccccc1/C=C/CN1CCN(Cc2ccc(F)cc2)C(CCO)C1 (stereo unspecified) ?
FEN1 inhibitor: 3%; DT40 TDP1 CPT: inconclusive; KAT2A inh: 4%

How did CCN(CC)CCNC(=O)C(=O)Nc1ccc2c(c1)N(S(=O)(=O)c1cccs1)CCC2 do in these assays?
FEN1 inhibitor: -12%; DT40 TDP1 CPT: 15µM*; KAT2A inh: -6%

How did COc1ccc(NC(=O)c2ncn[nH]2)cc1 do in these assays?
FEN1 inhibitor: 5%; DT40 TDP1 CPT: 0%; KAT2A inh: -9%

Results for CC(=O)OC1CC2C(C)(C)CCC(=O)[C@@]2(C)C2CC[C@@]3(C)C(c4ccoc4)OC(=O)C4OC43[C@]12C (stereo partly specified) ?
DT40 TDP1 CPT: 11%; KAT2A inh: 10%

What do the screens show for `Cn1c(CC(=O)Nc2ccccc2F)nnc1SCC(=O)NC1=NCCS1`?
FEN1 inhibitor: -12%; DT40 TDP1 CPT: inconclusive; KAT2A inh: -7%

This is a subset, so the mix of outcomes need not match the whole.
